GSIS activator = GLuc luminescence reporter in INS-1E cells, primary screen for activators of glucose-dependent secretion of insulin; INS-1E GLuc reporter insulin secretion, 2-3 h; activation, % at 16.6 µM; 0.61% of 370,000 active; AID 743287, 2014;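 active = lowest replicate activation of at least 40%, so every replicate reaches that level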;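 also: 0% = median of neutral control wells and 100% = median of IBMX positive control wells; some compounds called inactive have numbers as strong as hits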
CFTR F508del cor = F508del CFTR correction, initial screen, CFBE line, single point; activity (quench increase), % at 7.58 µM; AID 720511, 2013; 0.36% of 350,000 active; CFBE cells, YFP halide quenching; stimulated with forskolin plus potentiator P3; % fluorescence drop versus neutral controls;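 active = mean added fluorescence quench of at least 8% versus neutral control, with both replicates also reaching 8%; inconclusive = only one of the mean or replicate conditions met; inactive = mean below 8% and not both replicates reaching 8%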;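 also: cells transiently co-express mutant CFTR-F508del with the halide-sensitive YFP; corrector assay measuring rescue of mutant channel to the surface after 24 h compound exposure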
FN deposition inh = inhibitors of fibronectin matrix deposition, primary screen, AH1F cells, Alexa488-fibronectin fluorescence, plate reader. inhibition, % at 12.6 µM. 0.086% of 350,000 active. AH1F fibroblasts, overnight. AID 743247, 2014;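 active = mean inhibition across replicates of 30% or more, regardless of how many single replicates reach that level; inconclusive = mean under 30% yet at least half of replicates reach 30%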;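 also: positive control wells lacked labelled fibronectin entirely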
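material = AH1F fibroblast monolayer depositing Alexa488-labelled fibronectin into matrix | amount = 10000 AH1F cells/well | buffer or medium = DMEM plus 2% serum, read in PBS | incubation = 1 h cell adhesion before compound, then overnight fibronectin incubation | detection = fluorescence at 485 nm excitation, 525 nm emission | evaluation = percent inhibition as loss of matrix-bound fibronectin fluorescence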
miR-122 sensor = miR-122 Renilla sensor signal increase in Huh7, primary screen, miR-122 inhibitor project, cell-based, single point, plate reader; AID 602342, 2012; 0.3% of 340,000 active; Huh7 miR-122 Renilla luciferase sensor, 48 h; neutral wells = 0, positive control = 100; activation (reporter increase), % at 12.5 µM;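 active = mean replicate activation score at least 90 and every replicate individually at or above 90; inconclusive = only one of the two criteria met; inactive = neither criterion met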;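 also: higher luciferase means less miR-122 activity so hits act as miR-122 inhibitors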
PAX8 reporter = inhibitors of PAX8-driven TPO luciferase reporter, primary screen, RMG-I cells, single concentration; inhibition, % at 12.6 µM; 1.2% of 360,000 active; SteadyGlo, 24 h;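 active = mean replicate inhibition at least 60% with every replicate also reaching 60%; inconclusive = only one of the two criteria is met; inactive = mean below 60% and not all replicates reaching 60%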;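 also: luciferase light reporting Pax8 driven TPO promoter activity; plate controls were median of neutral control wells for no effect and mitoxantrone controls for full effect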
DENV2 CPE rescue = inhibitors of DENV2 cytopathic effect, primary screen, cell-based, plate reader, single concentration; CPE inhibition, % at 9.99 µM; 1.7% of 350,000 active; DENV2-infected cells, cytopathic effect rescue; AID 651640, 2012; in the data active = CPE inhibition above about 20%, passing the limit was not always enough; inconclusive = no clear call, values can overlap the other calls; tested in BHK-21 cells;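 also: 0% = median of neutral control wells and 100% = median of positive control wells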
EWS-Fli inh = EWS/Fli-driven NR0B1 reporter inhibitors, primary screen, A673 cells, NR0B1 luciferase, luminescence, MLPCN library; viability-normalised; inhibition, % at 12.6 µM; 0.67% of 350,000 active;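 active = mean inhibition of at least 50% after viability correction, with every replicate also passing that limit; inconclusive = mean reaches 50% but only one of two replicates passes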;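 also: firefly luciferase signal divided by Alamar Blue viability fluorescence both relative to DMSO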
An asterisk follows results filed as active; u = inconclusive; x = no result given; [ ] = remark or other dose.

| Compound | GSIS activator | CFTR F508del cor | FN deposition inh | miR-122 sensor | PAX8 reporter | DENV2 CPE rescue | EWS-Fli inh |
| --- | --- | --- | --- | --- | --- | --- | --- |
| Cc1cc(C)c(S(=O)(=O)NN=C2c3ccccc3[C@H]3Cc4csc[n+]4[C@@H]23)c(C)c1 | 8.5 | -3.6 | -2.5 | x | 40.8 | -4.5 | -2.3 |
| NC(CSC1(c2ccc(F)cc2)c2ccccc2-c2ccccc21)C(=O)O (stereo not drawn) | x | 3.6 | x | x | 4.9 | 12.2 | -1.8 |
| CC(C)(C)c1ccc(NC(=O)CSc2n[nH]c(=O)n2-c2cccnc2)cc1 | 5.1 | 3.4 | x | 5.5 | 12.7 | -4.9 | x |
| O=C(c1ccc(NS(=O)(=O)c2cccc(F)c2)cc1)N1CCCCC1 | 2.8 | -0.8 | -0.7 | 4.8 | 10.6 | 4.6 | -0.1 |
| O=C(Nc1nc2c(s1)CCCC2)c1ccc(S(=O)(=O)N2CCCc3ccccc32)cc1 | -37.6 | x | x | -3.0 | 21.1 | x | x |
| Cn1c(SCC(=O)N2c3ccccc3CCc3ccccc32)nnc1-c1cc2ccccc2cc1O | 1.9 | x | -2.5 | x | 34.4 | 2.0 | 7.4 |
| O=C1O[C@H](c2ccccc2)[C@H](c2ccccc2)N2[C@H]1[C@@H](C(=O)N1CCN(c3ncccn3)CC1)[C@]1(C(=O)Nc3ccccc31)[C@H]2c1ccc(O)cc1 | x | 2.1 | x | x | x | 6.4 | 16.5 |
| CN1CCN(CCC(=O)Nc2ccc(OCc3ccccc3)cc2)CC1 | x | x | 0.1 | -6.5 | -19.9 | x | x |
| CCCc1[nH]nc2c1C(CCc1ccccc1)C(C#N)=C(N)O2 (stereo not drawn) | x | x | 0.0 | -4.8 | 26.4 | x | x |
| C[C@H](CO)N1C[C@H](C)[C@@H](CN(C)S(=O)(=O)c2ccccc2)Oc2ccc(NC(=O)Nc3ccc(C(F)(F)F)cc3)cc2CC1=O | -6.1 | 3.9 | 0.6 | x | 55.8 | 64.6* | 37.2 |
| COCCCN1C(=O)C(CC(=O)NCc2cccs2)CC(C(=O)N(C(C)C)C(C)C)=C1C (stereo not drawn) | -1.8 | 0.7 | 2.3 | -2.2 | -12.4 | 3.7 | -5.0 |
| O=C(Nc1ccc2[nH]c(=O)[nH]c2c1)c1ccc([N+](=O)[O-])o1 | 8.3 | 7.3 | 6.5 | x | 34.6 | -3.9 | 12.2 |
| CNCCCCOc1ccccc1-c1ccccc1 | -11.3 | -0.9 | 5.8 | -4.5 | 7.5 | 4.2 | 3.5 |
| CNc1cccc(-c2ccccc2C(C)=O)n1 | x | 6.0 | 5.3 | -6.8 | 9.3 | 8.5 | -4.2 |
| CCOc1ccccc1C(=O)NC(C)c1ccc2c(c1)OCO2 (stereo not drawn) | -15.1 | x | -11.0 | 1.6 | x | x | x |
| COC1=C(NCc2ccc3c(c2)OCO3)C(=O)C(OC)=C(NCc2ccc3c(c2)OCO3)C1=O | 9.6 | 0.6 | 14.9 | -6.1 | 10.6 | 4.6 | 3.4 |
| O=C(c1ccccc1F)N1CC(=O)N2[C@H](CO)[C@@H](c3ccc(C#Cc4ccc(F)cc4)cc3)[C@@H]2C1 | 16.1 | 1.8 | x | x | -2.4 | 15.2 | 7.9 |
| COc1ccc(C(=O)Nc2ccccc2C(=O)NC(Cc2ccc(O)cc2)C(=O)NNC(=O)c2ccncc2)cc1 (stereo not drawn) | 2.6 | 2.0 | -5.9 | -2.8 | 10.2 | 0.4 | -0.7 |
| C[C@H](CO)N1C[C@H](C)[C@@H](CN(C)C(=O)Nc2ccccc2)OCCCC[C@H](C)Oc2ccc(NS(C)(=O)=O)cc2C1=O | 10.3 | -2.7 | 1.8 | 0.9[16.7 µM] | 4.9 | 0.9 | -11.4 |
| CCn1c(SCC(=O)N2CCCc3ccccc32)nc2cccnc21 | x | x | 7.9 | -5.4 | -6.9 | x | x |
| Cc1ccc(C)c(S(=O)(=O)N2CCN(C(=O)c3ccc(N4CCCC4)c([N+](=O)[O-])c3)CC2)c1 | -41.8 | 2.3 | x | -5.2 | 12.8 | -1.8 | x |
| CC(=O)N[C@H]1CC[C@H](CC(=O)NCC2CCCCC2)O[C@H]1CO | 8.7 | 0.7 | -7.1 | x | -8.8 | -1.8 | -2.7 |
| CN1C(=O)c2cc(NC(=O)c3cccc(C(F)(F)F)c3)ccc2OC[C@H]2O[C@@H](CC(=O)O)CC[C@H]21 | 7.5 | x | -9.4 | x | -0.1 | 1.8 | -4.2 |
| O=C(NCc1ccccc1Cl)c1cnc2ccccc2n1 | 28.7 | 0.8 | 0.4 | 15.7 | 4.3 | -3.5 | -42.8 |
| COc1ccc(S(=O)(=O)N2CCCC(C(=O)NCc3ccc(F)cc3)C2)cc1 (stereo not drawn) | 8.7 | -2.5 | 0.6 | -0.4 | 6.2 | 2.9 | 8.9 |

An excerpt from above, limited to CFTR F508del cor.
SMILES	CFTR F508del cor
C[C@H](CO)N1C[C@H](C)[C@@H](CN(C)C(=O)Nc2ccccc2)OCCCC[C@H](C)Oc2ccc(NS(C)(=O)=O)cc2C1=O	-2.7
Cc1cc(C)c(S(=O)(=O)NN=C2c3ccccc3[C@H]3Cc4csc[n+]4[C@@H]23)c(C)c1	-3.6

Remaining list, next part
| Compound | GSIS activator | CFTR F508del cor | FN deposition inh | miR-122 sensor | PAX8 reporter | DENV2 CPE rescue | EWS-Fli inh |
| --- | --- | --- | --- | --- | --- | --- | --- |
| COc1ccccc1NS(=O)(=O)c1cc(NC(=O)Nc2cccc(C)c2)ccc1N1CCCCC1 | -20.4 | x | 0.3 | x | 27.2 | x | x |
| O=C(Nc1cccc(O)c1)c1cnn2cccnc12 | 10.1 | -1.5 | x | -1.7 | x | 5.7 | -26.5 |
| Cc1oc2nc(SCC(=O)Nc3ccc(S(N)(=O)=O)cc3)nc(NC(=O)c3ccccc3)c2c1C | -8.0 | x | 2.7 | -6.7 | x | x | x |
| COc1ccc(-c2nc3ccc(Br)cn3c2Cc2ccccc2C(F)(F)F)cc1OC | 15.9 | 0.6 | -6.8 | 3.0 | -13.3 | 1.6 | -14.4 |
| CN(CC(=O)Nc1ccc(N2CCOCC2)cc1)CC(=O)Nc1ccc(Cl)cc1[N+](=O)[O-] | x | -1.9 | -1.0 | -3.6 | 28.7 | 1.1 | -8.2 |
| COc1ccc(NC(=O)COC(=O)Cc2ccc(-c3ccccc3)cc2)c(OC)c1 | -22.3 | x | 7.7 | x | -3.2 | x | x |
| COc1ccc2oc(C(=O)OCC(=O)N3CCN(c4ccccc4)CC3)c(C)c2c1 | -6.1 | -4.5 | -3.5 | 2.3 | -9.8 | 3.4 | -2.8 |
| COCCn1c(-c2ccc(OC)cc2)nc2ccccc21 | 18.2 | x | -6.6 | 0.3 | -38.0 | x | x |
| COc1ccccc1-c1ccc([C@H]2[C@@H](CO)N(CC3CC3)C23CN(S(C)(=O)=O)C3)cc1 | -9.2 | -2.1 | -2.5 | x | 7.1 | -14.1 | 2.6 |
| COc1ccc(NC(=O)N(C)C[C@H]2Oc3c(NC(=O)NC4CCCCC4)cccc3C(=O)N([C@@H](C)CO)C[C@H]2C)cc1 | -4.3 | 3.4 | x | -2.0[16.7 µM] | 11.3 | -7.0 | x |
| COc1ccc(N2CCN(C(=O)CSc3nc(C)cs3)CC2)cc1 | 0.0 | 2.2 | -7.2 | 5.3 | 2.5 | -4.8 | -3.2 |
| C[N+]1(CCn2ccc3ccccc32)CCCCC1 | 12.0 | -3.8 | x | x | -5.7 | -1.3 | -6.9 |
| COc1ccc(-c2csc(N3CCN(c4cc5c(cc4Cl)nc(-c4ccncc4)n5CCOCCO)CC3)n2)cc1 | 1.9 | 2.0 | 4.6 | -1.6 | 14.8 | 7.8 | 26.6 |
| NCCCCc1cn(CC(=O)N2CCNCC2)nn1 | x | -0.2 | 12.0 | -3.0 | -7.6 | -9.4 | -0.9 |
| O=C(NCc1ccccc1)C(c1c(F)cccc1Cl)N(C(=O)c1csnn1)C1CC1 (stereo not drawn) | -20.8 | 0.0 | -4.9 | -2.5 | 10.2 | -2.9 | 0.1 |
| Cn1c(COc2ccc(Cl)cc2)nnc1SCC(=O)NC1CCCC1 | 12.3 | 1.1 | 1.4 | -1.3 | 0.0 | -9.4 | 3.9 |
| COc1ccc(C(=O)c2cn[nH]c2-c2cc(Cl)ccc2O)cc1 | x | x | -8.7 | 66.6 | 2.7 | x | x |
| CCN(CC(=O)Nc1ccc(NC(C)=O)cc1)C(=O)c1ccc2c(c1)OCO2 | -10.3 | -1.1 | -2.1 | -0.8 | -9.8 | 6.9 | -4.2 |
| Cc1ccc(-n2ncc3c2CC(C)(C)CC3NC(=O)c2ccc[n+]([O-])c2)cc1 (stereo not drawn) | 0.3 | 4.8 | 2.0 | 1.4 | 7.2 | u | 8.2 |
| C=CCc1c(C)nc(SC(C)C)[nH]c1=O | x | x | 8.5 | -6.7 | -15.4 | x | x |
| Cc1ccc(NC(=O)CSc2nc(N)c(-c3ccccc3)c(=O)[nH]2)cc1Cl | -1.4 | -0.3 | -9.6 | x | 6.0 | -3.1 | 1.9 |
| O=C(COc1cc2oc(=O)cc(-c3ccccc3)c2cc1Cl)NC(Cc1c[nH]c2ccc(O)cc12)C(=O)O (stereo not drawn) | 7.5 | -2.7 | x | -0.4 | x | -8.6 | 8.6 |
| O=C1C(Cl)=C(Nc2ccc(O)cc2)C(=O)c2ccccc21 | 13.9 | -9.8 | 19.7 | x | 48.5 | 8.1 | 57.3* |
| CC(C)NC(=O)N[C@H]1C=C[C@@H](CC(=O)NCCCN(C)C)O[C@H]1CO | -2.2 | -1.0 | 2.3 | -1.1[16.7 µM] | -8.4 | -1.5 | 5.0 |
| O=C(COC(=O)CCc1ccccc1)NC12CC3CC(CC(C3)C1)C2 | -7.6 | -0.2 | 5.2 | -3.5 | 6.2 | 5.7 | 2.0 |
| CCn1c(C)c(C)c2cc(C(=O)NCCc3ccco3)ccc21 | -0.7 | 0.7 | -4.4 | x | -27.6 | 1.1 | x |
| O=S(=O)(NCC(c1ccc2c(c1)OCO2)N1CCOCC1)c1ccc(F)cc1 (stereo not drawn) | 7.2 | 0.8 | 3.4 | x | -1.2 | -7.1 | 0.7 |
| COC(=O)c1cc(S(=O)(=O)N2CCN(c3cccc(OC)c3)CC2)cn1C | 4.9 | -0.3 | -17.1 | 12.2 | 5.7 | -7.2 | 1.3 |
| CCCS(=O)(=O)NC(=O)C1(C)CCCN(C(=O)c2ccnc(Cl)c2)C1 (stereo not drawn) | 1.4 | -1.7 | -1.0 | 3.0 | -1.8 | u | 1.4 |
| CO[C@@H]1CN(C)C(=O)c2cc(NS(=O)(=O)c3cccc(Cl)c3)ccc2OC[C@@H](C)NC[C@@H]1C | 8.6 | -1.7 | -3.2 | 9.4[16.7 µM] | x | 5.9 | 5.5 |
| CC(C)n1c(N2CCN(C(=O)Nc3ccccc3)CC2)nc2ccccc21 | x | x | 4.9 | 0.9 | -16.8 | x | x |
| COc1ccc(C(C(=O)Nc2c(C)cccc2C)N2CCN(C)CC2)cc1 (stereo not drawn) | 2.8 | 0.3 | 1.0 | x | -30.1 | -5.1 | 2.5 |
| Cc1ccc(NC(=O)c2cncc(Br)c2)c([N+](=O)[O-])c1 | 21.9 | x | -6.3 | 1.2 | -97.3 | 0.6 | -27.3 |
| COc1cc(C2Nc3ccccc3C(=O)N2NS(C)(=O)=O)c([N+](=O)[O-])cc1OC (stereo not drawn) | 5.2 | 0.0 | -2.9 | x | -5.6 | -2.4 | -9.4 |
| CCOc1ccc(NC(=O)N(C2CCCCC2)C(C)c2cccnc2)cc1 (stereo not drawn) | 4.4 | -1.4 | 1.0 | 2.1 | -6.2 | u | -4.0 |
